Assay outcomes (PubChem)
OX1R antag-1: OX1R (HCRTR1) antagonists, primary screen, fluorescence, CHO/OX1R cells, Fluo-8 calcium, orexin A; Fluo-8 calcium fluorescence; inhibition, % at 5 µM; Orexin/Hypocretin receptor type 1 (Homo sapiens), O43613; AID 434989, 2010; 0.43% of 330,000 active;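 active means inhibition above its plate's threshold, mean inhibition of all tested compounds on the plate plus 3 SD, cut at about 37% in these data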;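 further: 0% = orexin A challenge wells and 100% = SB-334867-A antagonist wells; not every result past the cut was called active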
Target sequence (O43613 whole entry, looked up): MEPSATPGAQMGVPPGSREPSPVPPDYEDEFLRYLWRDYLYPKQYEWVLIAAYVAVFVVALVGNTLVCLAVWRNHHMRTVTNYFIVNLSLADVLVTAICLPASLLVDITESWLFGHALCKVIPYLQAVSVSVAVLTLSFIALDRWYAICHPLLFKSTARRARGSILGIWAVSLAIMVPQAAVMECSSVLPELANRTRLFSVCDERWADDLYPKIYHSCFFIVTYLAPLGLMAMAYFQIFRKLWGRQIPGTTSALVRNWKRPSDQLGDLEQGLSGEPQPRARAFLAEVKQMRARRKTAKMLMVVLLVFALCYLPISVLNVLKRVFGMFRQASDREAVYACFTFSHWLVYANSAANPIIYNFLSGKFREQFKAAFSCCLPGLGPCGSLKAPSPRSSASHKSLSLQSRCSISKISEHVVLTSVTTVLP
OX1R antag-2: antagonists of human orexin 1 receptor (OX1R). OX1R-expressing cells, FRET antagonist read-out. inhibition, % at 6.6 µM. Orexin/Hypocretin receptor type 1 (Homo sapiens), O43613. AID 485270, 2010. 1.8% of 330,000 active; in the data active means inhibition mostly above about 38%, no sharp cut-off; inactive means mostly below about 40%;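 further: 0% = agonist challenge alone and 100% = reference antagonist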
Active calls of the source: *.

OX1R antag-1	OX1R antag-2	SMILES
-10	6	COc1cccc(NC(=S)NNC(=O)Cn2nc(C(F)(F)F)cc2C)c1
-13	-3	O=C(CN1C(=O)NC(c2ccccc2)(c2ccccc2)C1=O)N1CCN(c2ccc(F)cc2)CC1
-19	10	Cc1nn(S(=O)(=O)c2ccc(C(C)(C)C)cc2)c(C)c1S(=O)(=O)N1CCOCC1
-15	10	Cc1ccc(C(=O)Nc2ccc(N3CCN(C)CC3)nc2)cc1
8	5	O=C(Nc1cc(S(=O)(=O)N2CCOCC2)ccc1O)c1ccc(NS(=O)(=O)c2ccc(Cl)s2)cc1
-6	22	O=C1CN(C(=O)OCc2ccccc2)c2ccccc2N1
4	18	Oc1cc2c(cc1O)CN(C(=S)NCCc1ccc(Cl)cc1)CCC2
-8	7	CN(C1CCCCC1)S(=O)(=O)c1ccc(NC(=S)NC(=O)c2cccs2)cc1
-17	31	C=CC12C=CC=CN1C(C(=O)OC)=C(C(=O)OC)C(C(=O)OC)=C2C(=O)OC (stereo unspecified)
3	21	Nc1nnc(SCC(=O)OCC(=O)c2ccccc2Br)s1
-22	15	CCOc1ccccc1NC(=O)CCCCCN1C(=O)[C@@H]2Cc3ccccc3CN2C1=O
-21	10	COc1cc(C(=O)Nc2ccccc2C(=O)NCc2cccnc2)cc(OC)c1OC
-6	15	CCc1cccc(N=c2c([N+](=O)[O-])nn(-c3ccc(Cl)cc3)n2O)c1
-8	4	C=CCn1c(O)c(N=NC(=S)Nc2ccccc2F)c2cc(S(=O)(=O)N3CCOCC3)ccc21
-12	16	N=c1oc2ccccc2cc1C(=O)Nc1ccccc1

The list goes on:
OX1R antag-1	OX1R antag-2	SMILES
14	2	Cc1ccc(S(=O)(=O)NC(=O)Nc2c(C)cccc2C)cc1
-2	18	COCCOC(=O)c1[nH]c2c(c1C)C(=O)C(C(=O)OC)C(C)C2 (stereo unspecified)
-4	28	S=c1[nH]c2cc(Cl)c3cccnc3c2o1
-81	6	COc1ccc(N2C(=O)CC(SCc3ccc(Cl)cc3)C2=O)cc1 (stereo unspecified)
-32	12	O=C(CCCN1C(=O)c2ccccc2C1=O)Nc1ccc2c(c1)OCCO2
-4	54	O=C(c1ccc([N+](=O)[O-])cc1)N1CCN(C(=O)c2ccco2)CC1
-27	2	Cc1nnc(NC(=O)CCC(=O)N2CCN(CCOc3cccc4ccccc34)CC2)s1
-6	7	CCN(C1CCS(=O)(=O)C1)S(=O)(=O)c1ccc(OC)c(OC)c1 (stereo unspecified)
-6	-8	Cc1ccc2c(c1)NC(=O)C(CC(=O)Nc1ccc(Br)c(C)c1)O2 (stereo unspecified)
-26	4	CCc1ccc(/C(C)=N/NC(=O)CNC(=O)/C=C/c2ccccc2OC)cc1
-20	18	O=C(CCn1nc(-c2ccc(Cl)cc2)c2ccccc2c1=O)Nc1cccnc1
-2	12	CC(=O)c1ccc(Cc2ccccc2)cc1
-14	9	Cc1ccc(S(=O)(=O)N2CCCC2CNC(=O)C(=O)NCCN2CCOCC2)cc1 (stereo unspecified)
-31	21	O=C(CSc1nnc(CNc2ccc(F)cc2)n1Cc1ccccc1)N1CCOCC1
6	1	CC[C@@]1(C(=O)OC)N[C@H](CN(C)S(=O)(=O)c2ccc(OC)cc2)[C@@H]2C(=O)N(C)C(=O)[C@@H]21

New compounds follow.
OX1R antag-1	OX1R antag-2	SMILES
-18	0	O=c1c2ccccc2cnn1Cc1n[nH]c(=S)n1C1CC2CCC1C2 (stereo unspecified)
-6	1	Cc1cc(NC(=O)Nc2ccccc2Cl)no1
-11	5	Cc1ccc(OCC(=O)Oc2cccc(C)c2C)cc1
-8	5	O=C(CCNS(=O)(=O)c1ccccc1C(F)(F)F)Nc1ccncc1
-10	11	S=C(NCCc1ccccc1)NC1CCC(NC(=S)NCCc2ccccc2)CC1 (stereo unspecified)
-11	19	O=C(/C=C/c1ccccc1[N+](=O)[O-])OC1CCCCC1=O (stereo unspecified)
-19	-7	O=C(O)CCC(=O)Nc1cccc(-c2nnc(-c3ccccc3)o2)c1
39	7	C=CC[C@@H](CC(=O)N(CCO)Cc1ccccc1)C(=O)NC[C@@H](OC(=O)[C@@H](CC=C)Cc1ccc(F)cc1)c1ccccc1
-9	14	O=C(Nc1ccc(Cl)cc1)c1cc(S(=O)(=O)N2CCOCC2)cs1
-12	28	O=C(Nc1ccc(F)cc1)Nc1ccc2c(c1)OCO2
-5	7	CCCCCOC(=O)Cc1c(O)c2ccccc2[nH]c1=O
-52	5	COc1ccc(C2NC(=O)NC(C)=C2C(=O)OCC2CCCCC2)cc1OC (stereo unspecified)
-24	3	CC1=Nc2cc(C(=O)NCC3CCCO3)ccc2Sc2ccc(C)cc21 (stereo unspecified)
12	49	COc1ccc2[nH]c(=O)c(CNc3ccccc3C)cc2c1
-29	21	Cc1ccc(-c2ccc(/C=N/NC(=S)Nc3ccccc3)o2)cc1[N+](=O)[O-]

New compounds follow.
OX1R antag-1	OX1R antag-2	SMILES
8	13	CC(C)(C)CC(=O)NC(=S)NCc1ccccc1
-22	2	COC(=O)[C@@H](NC(=O)NC(C)CCc1ccccc1)C(C)C (stereo partly specified)
-15	18	Cc1ccc(S(=O)(=O)N2CCOCC2)cc1NC(=O)COC(=O)CNC(=O)c1ccc(C(C)(C)C)cc1
-11	25	O=C(CNC(=O)c1ccccn1)N/N=C/c1ccccc1
-31	7	COc1ccc(N(CC(=O)Nc2cccc(C)c2)S(=O)(=O)c2ccc(C)cc2)cc1OC
-7	24	O=C(c1ccc2c(c1)OCO2)C1CCCN(C(=O)C2CCOCC2)C1 (stereo unspecified)
-35	17	CCOC(=O)c1ccc(NC(=O)CN2CCN(c3ccccc3)CC2)cc1
-22	1	O=C(Nc1cccnc1)c1ccc(COc2ccccc2Br)cc1
0	39	COc1ccc(Cc2nnc(SCC(=O)Nc3cc(Cl)ccc3OC)[nH]c2=O)cc1
0	17	Cc1ccc(CC2CC(=O)N(c3nc4ccccc4s3)C2=O)cc1 (stereo unspecified)
3	13	Cc1cc2c(c(=O)n1CCN(C)C)C(c1ccncc1)C(C#N)=C(N)O2 (stereo unspecified)
-19	4	Clc1ccc(-c2cc(COc3ccccc3)no2)cc1Cl
-17	48	COc1ccc(/C=C/C(=O)NCC2COc3ccccc3O2)c(OC)c1 (stereo unspecified)
-12	-2	Cc1c(C)n(Cc2ccccc2)c2ncnc(NCCCO)c12
-21	16	CCCCNC(=O)NNC(=O)COc1cccc(C)c1C

Going on with the list:
OX1R antag-1	OX1R antag-2	SMILES
-41	22	CCN(CC)c1ccc(/C=N/NC(=O)c2cccc(N3CCCC3=O)c2)cc1
-1	5	CN(C(=O)COC(=O)CNC(=O)c1ccccc1F)C1CCCCC1
-30	24	O=S(=O)(NCc1cc(-c2ccccc2)no1)c1ccccc1
6	28	Cc1cc(NC(=O)CCNS(=O)(=O)c2cc(Br)cnc2N)ccc1Br
-19	10	O=C(Cc1ccc(N2CCNC2=O)cc1)N1CCCC(Nc2ccc(F)c(F)c2)C1 (stereo unspecified)
-3	2	C/C(=N\N=C1\NC(=O)C(CC(=O)O)S1)c1ccccn1 (stereo unspecified)
-14	18	CCOC(=O)c1nn(-c2ccc(C)cc2)c(=O)cc1OCC(=O)Nc1cccc(OC)c1
-19	19	COc1ccc(C(=O)ON=C2CCN(C)CC2)cc1
-12	17	Cc1sc2ncnc(NS(=O)(=O)c3ccc(Cl)cc3)c2c1C
-13	10	COc1cccc(NC=C2C(=O)OC(C)(C)OC2=O)c1
-1	22	CCNC(=S)NNC(=O)c1cc(CC(C)C)nc2ccccc12
-5	0	CC(Sc1nnc(-c2ccc(Cl)cc2)n1N)C(=O)NCC1CCCO1 (stereo unspecified)
-9	15	Cc1ccc(NC(=O)c2ccc3nc(N4CCOCC4)sc3c2)c(Cl)c1
-21	36	O=c1[nH]c(/C=C/c2cccnc2)c([N+](=O)[O-])c(=O)[nH]1
-17	17	Cn1c(Cn2cnc3ccccc32)nnc1SCC(=O)CC(=O)Nc1ccccc1

New compounds follow
OX1R antag-1	OX1R antag-2	SMILES
-28	16	CCN(Cc1ccccc1)S(=O)(=O)c1ccc2c(c1)NC(=O)CS2
-22	16	O=C(NCCNC(=O)c1cnccn1)c1ccc(Cl)c(Cl)c1
-16	29	CCCOc1ccc(-c2c(C(=O)N/N=C/c3cccnc3)nnn2-c2nonc2N)cc1
-8	10	COc1ccc(C(=O)c2cc3ccc(O)cc3oc2=O)cc1
-4	-2	CC(=O)NC1CC2CCCC(C1)N2Cc1ccc(C)cc1 (stereo unspecified)
-21	1	C=CCn1nnc2sc3c(c2c1=O)CCC(C)C3 (stereo unspecified)
-9	9	COc1ccc2c(c1)c1c(n2C)[C@@H]2CC=C(CO)[C@@H](C1)N2C
6	18	COc1ccccc1C1C=C(c2ccc(Cl)cc2)Nc2nc(NS(C)(=O)=O)nn21 (stereo unspecified)
-22	8	CC(C)CC(=O)N1CCN(Cc2cccc([N+](=O)[O-])c2)CC1
-10	8	Cc1ccc(NC(=O)N2CCCCC2)cc1NC(=O)N1CCCCC1
-13	27	S=C(NCc1ccccc1Cl)Nc1ccccc1Cl
-17	24	O=C(CSc1ncnc2scc(-c3ccc(F)cc3)c12)c1ccc2c(c1)OCCO2
-5	9	COC(=O)[C@@H](NC(=O)NC1CCN(Cc2ccccc2)CC1)C(C)C
-19	4	O=C(O)CC(NC(=O)CCc1ccccc1)c1ccc(Cl)cc1 (stereo unspecified)
-17	13	CC(C)c1ccc(OCC(=O)Nc2cccc(C(=O)Nc3ccccc3C(=O)O)c2)cc1

Next entries follow:
OX1R antag-1	OX1R antag-2	SMILES
-6	36	CC(=O)c1cn(CC(=O)Nc2ccc(C)c(C)c2)c2ccccc12
-5	1	Cn1nnc(NC(=S)NC(=O)/C=C/c2ccco2)n1
-3	1	Cc1n[nH]c(=O)n1-c1ccc(C(C)(C)C)cc1
-13	8	O=C(c1cc(-c2ccccc2)nc2ccccc12)N1CCN(c2ccccc2O)CC1
-12	6	Cn1c(=O)oc2cc(S(=O)(=O)N3CCC(C(=O)NCc4cccs4)CC3)ccc21
-14	22	Cn1c(SCc2nc3ccccc3[nH]2)nnc1-c1ccccn1
-6	17	Cc1ccc(NC(=O)C2C(=O)N(CCO)C3(C)CC2c2ccccc2O3)cc1 (stereo unspecified)
-8	21	CCOc1ccc(C2c3c(oc4cc(C)c(C)cc4c3=O)C(=O)N2CCCN(C)C)cc1OC (stereo unspecified)
-12	15	CCOC(=O)CCCNC(=O)COC(=O)c1ccc(O)cc1
8	10	COc1ccccc1C(=O)NNC(=O)c1cccc(F)c1
-4	1	CCN(CCS(=O)(=O)c1ccc(Cl)cc1)C(=O)Nc1ccccc1
-22	11	COc1ccccc1NC(=O)C1=C(C)NC(=O)NC1c1cccs1 (stereo unspecified)
-29	28	COC(=O)c1ccc(NS(=O)(=O)c2cc3c4c(c2)C(C)C(=O)N4CCC3)cc1 (stereo unspecified)
-14	7	Cc1ccc2sc(N(CCCN(C)C)C(=O)c3ccc(S(=O)(=O)N4CCc5ccccc5C4)cc3)nc2c1C
-11	11	CN(C(=O)CSc1nnc(-c2cccnc2)n1-c1ccccc1F)C1CCS(=O)(=O)C1 (stereo unspecified)

Next compounds:
OX1R antag-1	OX1R antag-2	SMILES
-1	0	Clc1nc(Cl)nc(NCCC2=CCCCC2)n1
-11	18	Cc1nn(-c2ccccc2)c2sc(C(=O)OCC(=O)N3CCCCC3)cc12
-34	9	COc1ccccc1C(=O)NNC1=C(C(=O)C(F)(F)F)CCC1
-1	5	O=C(c1c(F)cccc1F)N1CCN(c2ncccn2)CC1
-31	-16	CCn1c(SCC(=O)N2CCC(C)CC2)nnc1-c1ccco1
-23	7	CCN1CCN(C(=O)/C=C/c2ccc(F)cc2)CC1
12	14	CC(=O)c1cccc(N=C2NC(=O)CS2)c1
-16	9	CCN(CC)CCN(CC(=O)Nc1c(C)cc(C)cc1C)C(=O)c1ccccc1
-30	4	CCN1CCN(C(=O)c2ccccc2N(C)S(=O)(=O)c2ccc(C)cc2)CC1
-22	15	Nc1c(C(=O)NCc2ccco2)c2nc3ccccc3nc2n1CCc1ccccc1F
-2	14	COC(=O)[C@@H]1C[C@H]1[C@@H](NC(=O)c1ccccc1)c1ccccc1
-14	20	O=C(CC(=O)c1ccccc1)Nc1cc(C(F)(F)F)ccc1Cl
-5	24	Cc1cc(C)nc(NC2=NCC(=O)N2c2ccc(F)c(Cl)c2)n1
-11	15	Cc1cc2nnc(SCC(=O)N3CCCCCC3)n2c(N)n1
-37	12	CCOc1ccc(C(=O)NCC(=O)OCC(=O)c2ccc3c(c2)-c2ccccc2C3)cc1
-17	26	Cc1cccc2cc(/C=N/Nc3ccc(C(=O)O)cc3)c(Cl)nc12
-17	4	CCC(C)(C)n1nnnc1C(C(C)C)N1CCSCC1 (stereo unspecified)
-41	32	Cc1ccc(C)c(NC(=O)CN(C)C(=O)c2cc([N+](=O)[O-])ccc2N2CCOCC2)c1

Three of the entries above in order of the OX1R antag-1 value, low to high.
OX1R antag-1	OX1R antag-2	SMILES
-19	10	O=C(Cc1ccc(N2CCNC2=O)cc1)N1CCCC(Nc2ccc(F)c(F)c2)C1 (stereo unspecified)
-17	48	COc1ccc(/C=C/C(=O)NCC2COc3ccccc3O2)c(OC)c1 (stereo unspecified)
-9	9	COc1ccc2c(c1)c1c(n2C)[C@@H]2CC=C(CO)[C@@H](C1)N2C

Four of these compounds in a different format.
> O=C(CCn1nc(-c2ccc(Cl)cc2)c2ccccc2c1=O)Nc1cccnc1
  OX1R antag-1: -20
  OX1R antag-2: 18
> CC(C)c1ccc(OCC(=O)Nc2cccc(C(=O)Nc3ccccc3C(=O)O)c2)cc1
  OX1R antag-1: -17
  OX1R antag-2: 13
> CC(C)CC(=O)N1CCN(Cc2cccc([N+](=O)[O-])c2)CC1
  OX1R antag-1: -22
  OX1R antag-2: 8
> O=C(O)CCC(=O)Nc1cccc(-c2nnc(-c3ccccc3)o2)c1
  OX1R antag-1: -19
  OX1R antag-2: -7

Record cards, as listed above. Order of screens: OX1R antag-1	OX1R antag-2
`CCCCNC(=O)NNC(=O)COc1cccc(C)c1C` is listed with -21	16
`Cc1cc(NC(=O)Nc2ccccc2Cl)no1` is listed with -6	1
